C diff growth – inhibitors of Clostridium difficile growth. growth activity, negative = inhibition, % at 16 µg/mL (by protocol). AID 1259249. 86,000 compounds, 0.25% hits. Clostridium difficile clinical isolate growth, OD600, 24 h; stronger effect = lower value;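 active = mean growth activity at or below -80% and every replicate also at or below -80%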;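 note: 0% = DMSO wells and -100% = levofloxacin 16 µg/mL wells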
KDM4C inh – inhibitors of human demethylase GASC-1 KDM4C | Q9H3R0 | GST-KDM4C 2-372, H3K9me3 peptide, LANCE TR-FRET | inhibition, % at 12.5 µM | 96,000 compounds, 0.15% hits | AID 720574;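 active = mean replicate inhibition above about 25%, with at least 55% of replicates also reaching it, limit read from the data, passing the limit was not always enough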
Target sequence (Q9H3R0 2-372 limits assumed): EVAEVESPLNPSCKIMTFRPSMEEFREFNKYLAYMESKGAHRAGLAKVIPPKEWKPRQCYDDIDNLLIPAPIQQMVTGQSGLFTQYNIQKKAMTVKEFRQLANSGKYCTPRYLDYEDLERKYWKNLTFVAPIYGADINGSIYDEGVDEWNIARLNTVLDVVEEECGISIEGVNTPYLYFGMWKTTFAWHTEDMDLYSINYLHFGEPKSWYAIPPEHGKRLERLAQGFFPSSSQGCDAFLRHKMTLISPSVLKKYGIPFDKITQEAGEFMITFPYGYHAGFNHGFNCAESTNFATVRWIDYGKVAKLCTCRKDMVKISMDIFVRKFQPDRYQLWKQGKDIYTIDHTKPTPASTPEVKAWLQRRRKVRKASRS
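Material: GST-tagged GASC-1 (JMJD2C) catalytic fragment, aa 2-372 / Quantity: enzyme final amount 10 nM / Medium: HEPES buffer, pH 7.5, plus ascorbate / Doses: one test concentration per compound / Incubation: 30 min reaction, 60 min detection, RT / Measured by: LANCE TR-FRET / Read-out: inhibition from TR-FRET ratio decrease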
Pf Dd2 inh – blocks growth of Plasmodium falciparum Dd2 parasites; 94,000 compounds, 2.3% hits; activity change, % at 10 µM; AID 1159554; P. falciparum Dd2 growth, SYBR Green, 72 h; stronger effect = lower value; in the data active = activity change below about -80%
T cruzi growth – inhibitors of T. cruzi proliferation. T. cruzi beta-gal in NIH3T3, GalScreen luminescence, 90 h. inhibition, % at 8.34 µM. 77,000 compounds, 5.9% hits. AID 624255;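 active = mean inhibition above about 93%, with at least 55% of replicates each passing it, limit read from the data, passing the limit was not always enough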
* = called active by the depositor; / = not tested or not shown; & = joins results of further samples.

Sample of the layout, three compounds:
Each structure is followed by: C diff growth	KDM4C inh	Pf Dd2 inh	T cruzi growth
1: C/C=C/c1ccc2c(c1)O[C@H](CN(C)C(=O)C1CC1)[C@H](C)CN([C@H](C)CO)S2(=O)=O
  -2	-0.1	-14	-132
2: C/C=C/c1ccc([C@H]2[C@@H](CO)N(Cc3cncnc3)C23CN(C(=O)CC2CC2)C3)cc1
  -7	0.6	-35	/
3: COc1cccc(-c2ccc3c(c2)O[C@H](CN(C)Cc2ccncc2)[C@@H](C)CN([C@@H](C)CO)S3(=O)=O)c1
  1	1.7	16	/

This part in full, from the first entry:
Each structure is followed by: C diff growth	KDM4C inh	Pf Dd2 inh	T cruzi growth
1: C/C=C/c1ccc2c(c1)O[C@H](CN(C)C(=O)C1CC1)[C@H](C)CN([C@H](C)CO)S2(=O)=O
  -2	-0.1	-14	-132
2: C/C=C/c1ccc([C@H]2[C@@H](CO)N(Cc3cncnc3)C23CN(C(=O)CC2CC2)C3)cc1
  -7	0.6	-35	/
3: COc1cccc(-c2ccc3c(c2)O[C@H](CN(C)Cc2ccncc2)[C@@H](C)CN([C@@H](C)CO)S3(=O)=O)c1
  1	1.7	16	/
4: O=C(C[C@H]1C=C[C@@H](NC(=O)C2CCOCC2)[C@H](CO)O1)Nc1ccc(-c2ccccc2)cc1
  /	-2.4	31	41
5: O=C(C[C@@H]1CC[C@H]2[C@@H](COC[C@@H](O)CN2CCC(F)(F)F)O1)N1CCC(Cc2ccccc2)CC1
  0&-9	-0.7	-6	59
6: C[C@@H]1CCCCO[C@@H](CN(C)S(=O)(=O)c2cccs2)[C@H](C)CN([C@@H](C)CO)C(=O)c2cc(NS(=O)(=O)c3ccccc3)ccc2O1
  -7	-0.2	-34	73
7: CN(C)CC(=O)Nc1ccc2c(c1)[C@@H]1C[C@@H](CC(=O)N3CCOCC3)O[C@H](CO)[C@@H]1O2
  -3	-1.5	15	5
8: COc1ccc2c3c(n(C)c2c1)[C@H](CO)N(Cc1ccncc1)CC31CN(C(=O)C2CC2)C1
  6	1.6	3	/
9: COCC(=O)Nc1ccc2c(c1)C(=O)N(C)C[C@H](OC)[C@@H](C)CN(C(=O)Cc1cccnc1)[C@@H](C)CO2
  /	1.5	24	-9
10: C[C@@H]1CN([C@H](C)CO)C(=O)c2cc(-c3ccc(C#N)cc3)cnc2O[C@@H]1CN(C)CC1CCOCC1
  -7	-0.3	9	68
11: CN1C(=O)c2cc(NC(=O)c3cccc(F)c3)ccc2OC[C@H]2O[C@H](CC(=O)NCc3ccccc3)CC[C@H]21
  0	2.5	-4	42
12: C[C@H](CO)N1C[C@H](C)[C@H](CN(C)CC2CC2)Oc2ccc(NS(=O)(=O)c3cn(C)cn3)cc2C1=O
  1	-1.7	24	17
13: C[C@H](CO)N1C[C@H](C)[C@@H](CN(C)CC2CC2)Oc2ccc(NC(=O)Nc3cccc4ccccc34)cc2CC1=O
  13	0.3	-86*	16
14: O=C(C[C@H]1CC[C@H](NC(=O)C2CCOCC2)[C@@H](CO)O1)Nc1ccccc1
  -6	0.2	9	/
15: C[C@H]1CCCCO[C@H](CN(C)Cc2ccc(Cl)c(Cl)c2)[C@@H](C)CN([C@@H](C)CO)C(=O)c2cc(NC(=O)Cc3ccccc3)ccc2O1
  7	0.9	-85*	68
16: O=C(CN1CCOCC1)NCC[C@H]1CC[C@@H](NS(=O)(=O)c2ccc(Cl)cc2)[C@H](CO)O1
  -1	1.3	39	-49
17: C[C@@H]1CN([C@@H](C)CO)C(=O)c2cc(NC(=O)NC3CCCCC3)ccc2O[C@H]1CN(C)Cc1ccc(C(F)(F)F)cc1
  /	1.1	19	121
18: C[C@H](CO)N1C[C@H](C)[C@@H](CN(C)S(=O)(=O)c2ccc(C#N)cc2)OCc2ccccc2-c2ccccc2C1=O
  /	1.7	-9	11
19: Cc1noc(C)c1S(=O)(=O)Nc1ccc2c(c1)C(=O)N([C@@H](C)CO)C[C@H](C)[C@@H](CN(C)C(=O)Nc1ccccc1)OCCCC[C@@H](C)O2
  6	0.3	-30	8
20: COc1ccccc1S(=O)(=O)N[C@@H]1CC[C@H](CC(=O)N2CCOCC2)O[C@H]1CO
  2	0.4	11	-1
21: CNC(=O)C[C@@H]1CC[C@H]2[C@@H](COc3ccc(NC(=O)c4ccc5c(c4)OCO5)cc3C(=O)N2C)O1
  -1	-2.0	-31	111*
22: CCCNC(=O)Nc1ccc2c(c1)OC[C@@H](C)N(Cc1ccccc1)C[C@H](C)[C@@H](OC)CN(C)C2=O
  3	0.6	-51	37
23: Cc1noc(C)c1NC(=O)N(C)C[C@H]1Oc2ccc(NC(=O)NC3CCCCC3)cc2C(=O)N([C@H](C)CO)C[C@H]1C
  -1	-0.3	32	85
24: C[C@@H]1CN([C@@H](C)CO)C(=O)c2cc(NC(=O)Nc3ccccc3)ccc2O[C@@H](C)CCCCO[C@@H]1CN(C)Cc1ccncc1
  0	-1.2	-10	24
25: C[C@H](CO)N1C[C@H](C)[C@@H](CN(C)Cc2ccc(C(F)(F)F)cc2)OCCCC[C@H](C)Oc2ccc(NC(=O)CCC(F)(F)F)cc2C1=O
  3	2.0	5	84
26: C[C@@H]1CN([C@H](C)CO)C(=O)c2cccc(NC(=O)c3cnccn3)c2O[C@H]1CN(C)C(=O)Nc1ccc2c(c1)OCO2
  /	1.3	-16	-9
27: C[C@H]1CN([C@@H](C)CO)C(=O)Cc2cc(NC(=O)CCCCCC(=O)Nc3ccccc3N)ccc2O[C@H]1CN(C)S(=O)(=O)c1ccccc1
  8	0.7	-79	45
28: Cc1noc(C)c1S(=O)(=O)N(C)C[C@@H]1OCCCC[C@@H](C)Oc2ccc(NC(=O)Nc3ccccc3)cc2C(=O)N([C@@H](C)CO)C[C@@H]1C
  22	0.3	-43	/
29: CNC[C@H]1Oc2cc(Br)ccc2S(=O)(=O)N([C@H](C)CO)C[C@@H]1C
  -1	/	-15	/
30: C[C@@H]1CN([C@H](C)CO)C(=O)c2cccc(NC(=O)c3cnccn3)c2O[C@H]1CN(C)S(C)(=O)=O
  -5	4.6	24	-104

Some of the entries so far, field by field.
2: C/C=C/c1ccc([C@H]2[C@@H](CO)N(Cc3cncnc3)C23CN(C(=O)CC2CC2)C3)cc1
  C diff growth = -7
  KDM4C inh = 0.6
  Pf Dd2 inh = -35
  T cruzi growth = /

19: Cc1noc(C)c1S(=O)(=O)Nc1ccc2c(c1)C(=O)N([C@@H](C)CO)C[C@H](C)[C@@H](CN(C)C(=O)Nc1ccccc1)OCCCC[C@@H](C)O2
  C diff growth = 6
  KDM4C inh = 0.3
  Pf Dd2 inh = -30
  T cruzi growth = 8

25: C[C@H](CO)N1C[C@H](C)[C@@H](CN(C)Cc2ccc(C(F)(F)F)cc2)OCCCC[C@H](C)Oc2ccc(NC(=O)CCC(F)(F)F)cc2C1=O
  C diff growth = 3
  KDM4C inh = 2.0
  Pf Dd2 inh = 5
  T cruzi growth = 84

(listing goes on)
Each structure is followed by: C diff growth	KDM4C inh	Pf Dd2 inh	T cruzi growth
31: C[C@H](CO)N1C[C@H](C)[C@H](CN(C)C(=O)Cc2ccccc2)Oc2ncc(C3=CCCCC3)cc2C1=O
  2	-0.2	-37	/
32: O=C(C[C@@H]1CC[C@H]2[C@@H](COC[C@H](O)CN2Cc2ccccc2)O1)NCc1ccccc1Cl
  /	0.7	-8	10
33: C[C@H]1CN([C@@H](C)CO)C(=O)c2cc(NS(=O)(=O)c3cccs3)ccc2O[C@@H]1CN(C)S(C)(=O)=O
  /	0.0	11	-52
34: CC(C)NC(=O)N(C)C[C@H]1Oc2c(NS(=O)(=O)c3cccs3)cccc2C(=O)N([C@@H](C)CO)C[C@@H]1C
  /	-3.5	12	-13
35: Cc1ccc(S(=O)(=O)N[C@@H]2CC[C@H](CCNC(=O)c3ccc4c(c3)OCO4)O[C@@H]2CO)cc1
  -1	1.5	-6	64
36: O=C(C[C@@H]1CC[C@H]2[C@@H](COC[C@@H](O)CN2S(=O)(=O)c2ccc(Cl)cc2)O1)NCCN1CCCC1
  7	-0.4	-1	-10
37: C[C@H]1CN([C@@H](C)CO)C(=O)Cc2cc(NC(=O)NC3CCCCC3)ccc2O[C@H]1CN(C)Cc1ccccc1
  -2	-3.2	-2	7
38: CCC(=O)N(C)C[C@H]1Oc2ncc(C#Cc3ccccc3OC)cc2C(=O)N([C@H](C)CO)C[C@H]1C
  2	-2.1	-40	68
39: C[C@@H]1CN([C@@H](C)CO)C(=O)c2cccc(NC(=O)Nc3ccc(C(F)(F)F)cc3)c2O[C@H]1CN(C)S(=O)(=O)c1ccccc1
  /	-2.5	7	71
40: O=C(C1CCC1)N1CC(=O)N2[C@H](CO)[C@@H](c3ccc(-c4ccccc4F)cc3)[C@H]2C1
  -8	1.0	-23	/
41: C[C@@H]1CCCCO[C@@H](CN(C)C(=O)Nc2ccc(F)cc2)[C@H](C)CN([C@H](C)CO)C(=O)c2cc(NC(=O)NC3CCCCC3)ccc2O1
  -5	-1.7	-4	43
42: C[C@H]1CN([C@@H](C)CO)C(=O)c2cccc(NC(=O)C3CC3)c2O[C@H]1CN(C)Cc1ccc(C(=O)Nc2ccccc2N)cc1
  -1	2.1	-3	88
43: COCC(=O)Nc1ccc2c(c1)C(=O)N(C)C[C@@H](OC)[C@@H](C)CN(Cc1ccncc1)[C@@H](C)CO2
  /	0.7	0	98*
44: O=C(Nc1ccc2c(c1)[C@H]1C[C@@H](CC(=O)N3CCc4ccccc4C3)O[C@@H](CO)[C@H]1O2)C1CCC1
  3	-0.5	-14	31
45: C[C@@H]1CN([C@H](C)CO)S(=O)(=O)c2ccc(-c3ccccc3)cc2O[C@@H]1CN(C)Cc1ccccc1C(=O)O
  -6	/	28	-102
46: COc1ccc(S(=O)(=O)N(C)C[C@H]2Oc3c(NS(=O)(=O)c4ccccc4)cccc3C(=O)N([C@H](C)CO)C[C@H]2C)cc1
  -13	-0.6	1	8
47: O=C(CC1CC1)Nc1ccc2c(c1)[C@@H]1C[C@H](CC(=O)NC3CCCC3)O[C@@H](CO)[C@@H]1O2
  -2	/	-13	/
48: CC=Cc1ccc2n(c1=O)C[C@@H]1[C@@H](CO)[C@H](C(=O)NCC3CC3)[C@H]2N1Cc1ccccc1F (mixture of isomers)
  0	0.6	-8	42
49: COc1ccc(NC(=O)Nc2ccc3c(c2)CC(=O)N([C@H](C)CO)C[C@@H](C)[C@H](CN(C)S(=O)(=O)c2cn(C)cn2)O3)cc1
  -5	-0.1	7	-10
50: CN(C)C(=O)c1cccc(-c2ccc3c(c2)[C@@H]2[C@@H](CCN2C(=O)c2ccncc2)[C@@H](CO)N3C)c1
  2	1.7	-7	69
51: CN1C(=O)c2cc(NC(=O)C3CC3)ccc2OC[C@@H]2O[C@@H](CC(=O)NC3CCC3)CC[C@@H]21
  -5	-1.3	-7	-23
52: C[C@H]1CN([C@@H](C)CO)C(=O)c2cc(NC(=O)Cc3cn(C)c4ccccc34)ccc2O[C@@H]1CN(C)C(=O)Nc1ccc2c(c1)OCO2
  -1	-0.7	7	-108
53: COc1ccc2c3c([nH]c2c1)[C@@H](CO)N(C(=O)C1CC1)CC31CN(C)C1
  13	-0.4	1	/
54: C[C@@H]1CN([C@@H](C)CO)C(=O)c2cc(NS(=O)(=O)c3cccs3)ccc2O[C@@H]1CN(C)C(=O)Nc1ccc(F)cc1
  1	-0.7	0	25
55: CC(C)NC(=O)N(C)C[C@@H]1Oc2ncc(C#Cc3ccccc3)cc2C(=O)N([C@H](C)CO)C[C@@H]1C
  0	-2.0	-18	92
56: C[C@H](CO)N1C[C@H](C)[C@@H](CN(C)C(=O)Nc2cccc(F)c2)Oc2ncc(C#CCN(C)C)cc2C1=O
  3	3.7	10	5
57: COc1cccc(S(=O)(=O)N2CCCCN3[C@H](CO)[C@@H](c4ccc(-c5cccnc5)cc4)[C@@H]3C2)c1
  -28	0.4	-20	94
58: CO[C@@H]1CC[C@H]2CCN(C)C(=O)[C@@H](C)[C@H](OC)CN(C)C(=O)c3cccc(C#N)c3OC[C@@H]1O2
  /	0.5	14	-25
59: CO[C@H](CN(C)S(=O)(=O)c1cccc(Cl)c1)[C@H](C)CN(C(=O)Nc1ccccc1F)[C@H](C)CO
  /	0.6	-22	-53
60: CO[C@@H]1CN(C)C(=O)c2cc(NC(=O)C3CC3)ccc2OC[C@H](C)N(Cc2cccc(F)c2)C[C@H]1C
  /	1.6	-74	99*
61: C[C@H](CO)N1C[C@H](C)[C@@H](CN(C)C(=O)Nc2cccc3ccccc23)Oc2c(NS(=O)(=O)c3ccc(Cl)cc3)cccc2C1=O
  6	0.0	48	-43
62: C[C@H](CO)N1C[C@H](C)[C@H](CN(C)Cc2ccccc2)Oc2ccc(NC(=O)NC3CCCCC3)cc2C1=O
  -4	-1.5	29	4
63: Cc1noc(C)c1NC(=O)N(C)C[C@H]1Oc2ccc(NS(=O)(=O)c3ccccc3)cc2C(=O)N([C@@H](C)CO)C[C@@H]1C
  -8	-1.4	-9	23

Compound activity from PubChem.
